Bioassay records (PubChem)
PKM2 activator: qHTS Assay for Activators of Human Muscle isoform 2 Pyruvate Kinase. purified PKM2, Kinase-Glo ATP luminescence, activation; response scale: 0% is enzyme alone, no compound. 260,000 tested, 0.34% active. Potency, µM (highest dose often 57.5 µM), for the others: top-dose activation, most hits filed as activators. Pyruvate kinase PKM (Homo sapiens), P14618; further: potency means the concentration at half of the fitted maximal effect; on the % scale 0 is the no-effect control and ±100 the full control effect; nearly all actives have a fitted effect of over 55% in size
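Kinase-Glo luminescence reports ATP generated from ADP (0.1 mM) and PEP (0.5 mM) by purified hPK-M2 after 1 h at room temperature, pH 7.2 imidazole buffer; intermediate enzyme activity allows detecting inhibitors and activators.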
hERG WT inh: qHTS for Inhibitors of KCHN2 3.1: Wildtype qHTS; 340,000 tested, 0.37% active; U2OS, BacMam KCNH2, thallium flux FluxOr; hits give low values; activity change, % at 1.84 µM; Voltage-gated inwardly rectifying potassium channel KCNH2 (Homo sapiens), Q12809; AID 720551, 2013;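 active means maximum activity change below -70%; inconclusive means maximum activity change between -70% and -50%; inactive means maximum activity change above -50%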; further: on the % scale 0 is the no-effect control and ±100 the full control effect
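U2OS cells were transduced with wild-type KCNH2 virus (2.03 x 10^8 / mL) for 4 h at room temperature, then cultured overnight at 37 C. Thallium flux was read with FluxOr dye. Rate constants were normalized to DMSO controls.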
Giardia kill: Small Molecules that selectively kill Giardia lamblia: qHTS; Giardia lamblia trophozoite viability; 340,000 tested, 0.15% active; AID 540267, 2011; activity change, % at 7.66 µM, hits read low; in the data active means activity change below about -80%; inconclusive means between about -30% and that limit;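 further: parasites exposed to compound for two days anaerobically before the ATP read; on the % scale 0 is the no-effect control and ±100 the full control effect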
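Compounds were tested on trophozoites seeded at 100 cells/well and held 48 hrs at 37 deg C anaerobically. An ATP-based luminescent kit measured the remaining live cells.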
TRPV1 agonist: HTS Assay for Compounds that Act as Agonists of the Vanilloid Receptor 1; Transient receptor potential cation channel subfamily V member 1 (Homo sapiens), Q8NER1; TRPV1-expressing cells, Fluo-8 calcium influx, agonist mode; activation, % at 8.33 µM; 320,000 tested, 0.19% active; in the data active means activation above about 80%; inconclusive means between about 30% and that limit; further: 0% is about no effect
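Fluo-8 calcium influx in TRPV1-expressing cells, kinetic read (ex 480/em 520 nm). Compound added and read 3 min for agonist activity, followed by capsaicin at EC20 final and 2 min further read for enhancement.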
Menin MLL FP TR: qHTS Assay for Inhibitors Targeting the Menin-MLL Interaction in MLL Related Leukemias: Competition With Texas Red Labeled MLL-derived Mutant Peptide; O00255; Menin + Texas Red MLL mutant peptide, fluorescence polarization; Potency, µM (top dose mostly 61.6 µM), for the others: top-dose FP activity change, negative = inhibition, usual class: inhibitors; 270,000 tested, 0.23% active; AID 1768, 2009; active means well fitted inhibition curve with a large enough effect in the polarisation, with a control signal flat, not every such curve was filed as active; inconclusive means small, poorly fitted or top-dose-only effect, or effect the other way, or a change in a side signal; inactive means no such curve, though single readings can be large or run the other way; the % refers to the polarisation; further: potency means the concentration at half of the fitted maximal effect; % of control where 0% means no effect; many of its hits are not listed in these tables
B2AR arrestin: qHTS assay of beta-arrestin-biased ligands of beta2-adrenergic receptor; Beta-2 adrenergic receptor (Homo sapiens), P07550; beta-arrestin recruitment to beta2AR, cell-based reporter; Potency, µM (titrated, usually from 46.1 µM), without a hit: top-dose activation, actives largely listed as activators; 330,000 tested, 0.02% active;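 further: potency means the concentration at half of the fitted maximal effect; 0% = DMSO controls and full agonism = EC100 isoproterenol or metaproterenol; nearly all actives have a fitted effect of over 65% in size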
FBPA coupling cs: qHTS Assay for Inhibitors of Fructose-1,6-bisphosphate Aldolase from Giardia Lamblia: Coupling assay counterscreen. coupling enzyme system counterscreen, AmpLite Red fluorescence. activity change, negative = inhibition, % at 58.2 µM, hits read low. 290,000 tested, 0.67% active; in the data active means activity change below about -30%; further: on the % scale 0 is the no-effect control and ±100 the full control effect
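Counterscreen lacking aldolase: glyceraldehyde-3-phosphate coupling-enzyme reagent preincubated 10 min at RT with compound (at 57.5 uM final), then substrate/coupling system with AmpLite Red added; fluorescence read at 525/598 nm after 20 min RT.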
CXXC DNA block: qHTS Fluorescence Polarization Assay for Inhibitors of MLL CXXC domain - DNA interaction. Potency, µM (series often up to 115 µM), inactives show top-dose activity change, negative = inhibition, most hits filed as inhibitors. Histone-lysine N-methyltransferase 2A (Homo sapiens), Q03164. 290,000 tested, 0.037% active. MLL-CXXC / FITC-HOXA9 DNA fluorescence polarization; active means well fitted inhibition curve with a large enough effect in the polarisation, with a control signal flat, not every such curve was filed as active; inconclusive means small, poorly fitted or top-dose-only effect, or effect the other way, or a change in a side signal; inactive means no such curve, though single readings can be large or run the other way; the % refers to the polarisation; further: potency means the concentration at half of the fitted maximal effect
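Purified MLL-CXXC (added from a 7 uM solution) was preincubated 5 min at ambient with pinned compounds in 50 mM Tris-HCl pH 7.5, 50 mM NaCl, 1 mM DTT, 0.05% BSA. Fluorescein-labeled HOX-A9 DNA (50 nM solution) followed, 30 min, then polarization read.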
KCNH2 3.1 block: qHTS for Inhibitors of KCHN2 3.1: Mutant qHTS. Potassium voltage-gated channel subfamily H member 2, brain isoform KCNH2 3.1 (human). U2OS KCNH2 3.1, thallium flux FluxOr; hits give low values. activity change, % (tested at about 1.8 µM). 340,000 tested, 0.95% active;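 active means maximum activity change below -70%; inconclusive means maximum activity change from -70% to -50%; inactive means maximum activity change above -50%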;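 further: thallium influx rate constant from kinetic fluorescence after stimulation buffer; on the % scale 0 is the no-effect control and ±100 the full control effect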
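Thallium flux read-out: FluxOr dye with Red40 quencher in HBSS/HEPES, 45 min at RT. Rate constants from kinetic reads were normalized to positive and negative DMSO controls. Cells: U2OS virally expressing the 3.1 isoform.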
GALK inh: qHTS Assay for Inhibitors of Human Galactokinase (GALK); Purified GALK, Kinase-Glo residual ATP luminescence; Potency, µM (top dose mostly 57.5 µM), for the others: at the highest dose activity change, negative = inhibition, actives largely listed as inhibitors; 270,000 tested, 0.007% active; AID 1868, 2009; further: potency means the concentration at half of the fitted maximal effect; on the % scale 0 is the no-effect control and ±100 the full control effect
Target sequence (P51570 whole entry, looked up): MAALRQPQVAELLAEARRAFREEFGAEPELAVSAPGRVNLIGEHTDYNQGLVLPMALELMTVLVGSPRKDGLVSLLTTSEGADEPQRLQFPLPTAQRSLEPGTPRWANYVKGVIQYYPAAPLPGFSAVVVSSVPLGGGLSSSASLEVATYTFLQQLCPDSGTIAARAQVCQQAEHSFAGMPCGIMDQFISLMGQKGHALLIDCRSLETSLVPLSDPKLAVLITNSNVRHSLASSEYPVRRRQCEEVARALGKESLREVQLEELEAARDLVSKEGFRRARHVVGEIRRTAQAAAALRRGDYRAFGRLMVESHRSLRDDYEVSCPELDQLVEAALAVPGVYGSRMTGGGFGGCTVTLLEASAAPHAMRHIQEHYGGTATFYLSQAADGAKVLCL
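Compounds were pin-transferred into ATP buffer (35 uM final), then GALK plus galactose (5 nM, 100 uM final) was added. After 1 h at room temperature, Kinase-Glo Plus was added and luminescence read after 10 min.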
USP2a block: qHTS Assay for Inhibitors of Ubiquitin-specific Protease USP2a Using CHOP2 as the Reporter. USP2 core, Ub-CHOP2 coupled fluorogenic reporter, 485/531. Potency, µM (highest dose often 38.3 µM), for the others: at the highest dose activity change, negative = inhibition, hits mostly inhibitors. AID 463254, 2010. 330,000 tested, 0.01% active. Ubiquitin carboxyl-terminal hydrolase 2 (Homo sapiens), O75604;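 further: potency means the concentration at half of the fitted maximal effect; plate controls were DMSO wells for no effect and full inhibition by NEM control for full effect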
Target sequence (O75604 whole entry, looked up): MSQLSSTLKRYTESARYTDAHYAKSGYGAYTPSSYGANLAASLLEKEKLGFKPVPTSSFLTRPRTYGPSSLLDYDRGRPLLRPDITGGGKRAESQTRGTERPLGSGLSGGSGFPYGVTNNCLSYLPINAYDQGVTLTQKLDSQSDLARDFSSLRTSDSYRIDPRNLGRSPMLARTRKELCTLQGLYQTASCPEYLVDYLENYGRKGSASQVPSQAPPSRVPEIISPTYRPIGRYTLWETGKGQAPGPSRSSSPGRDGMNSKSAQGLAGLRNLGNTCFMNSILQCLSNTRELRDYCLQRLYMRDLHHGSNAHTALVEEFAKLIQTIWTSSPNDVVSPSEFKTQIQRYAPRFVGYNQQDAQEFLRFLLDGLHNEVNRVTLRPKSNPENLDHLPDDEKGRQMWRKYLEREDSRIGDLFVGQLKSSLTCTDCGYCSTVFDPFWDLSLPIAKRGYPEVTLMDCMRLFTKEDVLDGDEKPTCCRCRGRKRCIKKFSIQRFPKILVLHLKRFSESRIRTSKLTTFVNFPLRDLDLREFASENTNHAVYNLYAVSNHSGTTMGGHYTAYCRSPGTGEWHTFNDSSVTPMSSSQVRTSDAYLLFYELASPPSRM
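USP2 core (10nM final) preincubated 30min RT with compound in 20mM Tris-HCl pH 8.0, 2mM CaCl2, 2mM beta-mercaptoethanol, 0.05% CHAPS; 25nM Ub-CHOP2 plus 25nM reporter substrate added, fluorescence (Ex485/Em531) read after 60min.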
Numbers without * were called inactive; ? = inconclusive; / = not tested or not shown; [ ] = remark or other dose. Unless noted, the call rests on the fitted dose curve; in most records, active means well fitted curve in the direction sought with a large enough effect; inconclusive means small, poorly fitted or top-dose-only effect, or another doubt; inactive means no such curve, though single readings can be large; an effect the other way counts as inactive or inconclusive. A portion of the library; rates above refer to the full screens.

Under each structure – USP2a block	Giardia kill	CXXC DNA block	Menin MLL FP TR	GALK inh	PKM2 activator	TRPV1 agonist	hERG WT inh	KCNH2 3.1 block	FBPA coupling cs	B2AR arrestin
COc1cccc(S(=O)(=O)Nc2ccc3sc(C)nc3c2)c1
 : 0%	2	18%	-4%	4%	25%	4	7	-9	-22	-0.1%
Cc1cccc(OCC(=O)Nc2ccccc2N2CCN(C)CC2)c1
 : 0%	-1	18%	-5%	-2%	/	10	21	1	1	0.2%
O=S(=O)(/C=C/c1ccccc1)N1CCOCC1
 : 0%	8	3%	-8%	7%	2%	2	-6	1	3	0.3%
O=C(O)CCc1nn2c3ccccc3n(CC(=O)c3cccs3)c2nc1=O
 : 3%	3	-1%	-4%	3%	-7%	-3	0	11	1	0.4%
CCOC(=O)C(NC(=O)c1ccc(F)cc1)(Nc1sc2c(c1C(N)=O)CCC2)C(F)(F)F (stereo not given)
 : -2%	?	0%	-10%	1%	-4%	1	7	14	-1	0.3%
COCC(=O)N(C)CC1CCCN(CCc2ccccc2OC)C1 (stereo not given)
 : 0%	9	-10%	2%	-3%	2%[11.5 µM]	2	23	-5	0	-0.7%
O=C1c2ccccc2C(=O)N1CC1=CCS(=O)(=O)C1
 : 2%	-22	-2%	-4%	3%	-6%	-3	7	0	1	-0.3%
Cc1ccc2oc(=O)c(/C=C(\O)c3ccccc3)nc2c1
 : 0%	32[activator]	-2%	12%	-2%	-10%	0	15	-21	0	0.3%
Cc1cc(Br)ccc1NC(=O)CNC(=O)CNc1cccc([N+](=O)[O-])c1
 : 1%	-18	/	/	/	/	3	19	0	/	-0.3%
Nc1cc(Cl)ccc1C(=O)OCC(=O)NCC1CCCO1 (stereo not given)
 : 1%	-17	/	/	/	/	/	-11	26	/	-0.2%
Cc1ccc(/C=C(\C#N)C(=O)Nc2cccc(C)n2)cc1
 : -2%	9	?	-2%	-2%	/	3	-6	-2	0	-0.4%
COc1cc(NC(=O)COC(=O)Cn2cnc3c2c(=O)n(C)c(=O)n3C)cc(OC)c1
 : -1%	-15	/	/	/	/	2	3	7	/	-0.1%
COc1ccc([C@H]2[C@H](C(=O)C(C)(C)C)N3N=Cc4ccccc4C3[C@]23N=C(c2ccccc2)OC3=O)cc1 (stereo not given in full)
 : 0%	3	8%	9%	0%	0%	24	1	-1	-1	0.6%
CCN(CC)CCCNC(=O)c1cc(-c2ccc(O)cc2)on1
 : 1%	7	3%	4%[11.7 µM]	1%	0%	/	-5	1	4	0.4%
CC(C)NC(=O)CCCc1ccccc1
 : 3%	-6	0%	17%	-1%	1%	0	-11	17	0	-0.2%
O=C(Nc1ncccc1O)c1cccc(S(=O)(=O)N2CCCC2)c1
 : 1%	-6	/	/	/	/	2	-2	-1	/	-0.1%
Cc1cccc(NC(=O)COC(=O)c2ccc3nc(C)c(C)nc3c2)c1
 : -2%	16	/	/	/	/	/	-2	20	/	-0.3%
CC(C)(C)c1nc2ccccc2c2nnc(SCC(=O)NCc3ccco3)n12
 : -1%	-8	-4%	-5%	3%	1%	10	-34	-4	4	0.2%
O=[N+]([O-])c1ccccc1OCCCN1CCc2ccccc2C1
 : 2%	-1	-2%	-27%	1%	-1%[11.5 µM]	2	33	-26	-1	-0.3%
Cc1ccc(CN2C3=NCCN3c3ccccc32)cc1
 : 1%	-9	-3%	-8%	-2%	4%	2	-4	-7	-1	0.1%
CCCC(=O)n1nc(-c2cccnc2)nc1NCc1ccc(OC)cc1
 : -8%	1	156%[activator]	?	5%	2%	14	-4	-3	2	0.0%
CNC(=O)c1cc(S(=O)(=O)N2CC(C)OC(C)C2)ccc1N1CCOCC1 (stereo not given)
 : 2%	-3	-16%	-1%	-1%	-1%	2	4	/	1	-0.9%
CSc1ccc(CN(C)C(=O)c2cccc(S(=O)(=O)N3CCN(Cc4ccccc4)CC3)c2)cc1
 : 2%	4	/	/	/	/	6	-122*	-7	/	-0.2%
COc1ccc([N+](=O)[O-])cc1NC1C2CC3CC(C2)CC1C3 (stereo not given)
 : 2%	8	1%	2%	-2%	3%	9	4	-4	/	-0.3%
O=C(CSc1ccc(-c2cccnc2)nn1)N1CCCC1
 : 3%	-17	8%	-12%	6%	13%	2	3	19	0	0.1%
CCc1cc[n+](C2=C([O-])c3ccccc3C(=O)/C2=N\S(=O)(=O)c2cccs2)cc1
 : 1%	-22	?	2%	1%	29%	1	-5	0	-55*	-1.7%
Cc1ccc(S(=O)(=O)N(CC(=O)Nc2ccc(C(N)=O)cc2)C(=O)N2CCN(C)CC2)cc1
 : 1%	-10	/	/	/	/	-8	-6	3	/	-0.1%
CCCCc1cc(O)c(CCCC)c(O)c1
 : -1%	2	8%	16%	2%	1%	25	-3	/	2	-0.2%
O=C(NCc1ccco1)c1c(O)c2cccc3c2n(c1=O)CCC3
 : 4%	3	-1%	7%	6%	4%	-1	0	10	0	0.0%
COc1ccc(N=Cc2c(O)cc(C)oc2=O)cc1
 : -1%	-2	?	20%	8%	0%	1	1	-10	2	-0.1%
COc1ccccc1NC(=O)c1nnn(CC(=O)Nc2ccccc2)c1N
 : 0%	1	-4%	-2%	0%	-4%	2	-6	-3	-5	0.4%
CC12CCC(=O)N1C(C(=O)N1CCN(S(=O)(=O)c3ccc(F)c(F)c3)CC1)CS2 (stereo not given)
 : 0%	-2	/	/	/	/	-4	-12	8	/	-0.2%
Cc1ccc2cc3c(N)c(C(=O)Nc4c(C)[nH]c(=O)[nH]c4=O)sc3nc2c1
 : 5%	5	?	23%	/	20%	2	-10	7	-1	0.5%
C/C(CC(=O)Nc1ccc(Cl)cc1)=N\NC(=O)C(=O)N1CCCCC1
 : 2%	-10	7%	9%	1%	-2%	0	-11	-14	4	0.3%
CCCNC(=O)c1csc(Nc2cccc3ccccc23)n1
 : 2%	-21	-1%	10%	2%	-1%	?	8	5	-2	-1.1%
O=C(N/C(=C/c1ccco1)C(=O)N1CCOCC1)c1ccc([N+](=O)[O-])cc1
 : 3%	15	-2%	16%	7%	-4%	0	8	4	1	-0.7%
O=C(CSc1nnc(-c2ccc([N+](=O)[O-])cc2)o1)Nc1ccccn1
 : 2%	-2	-8%	33%[activator]	4%	?	-1	/	-4	1	0.0%
Cn1c(CNC(=O)c2ccc3c(c2)OCO3)nnc1SCC(=O)Nc1ccccc1Cl
 : 2%	-11	12%	-8%	15%	0%	0	-11	-12	-1	0.0%
CC(C)OC(=O)CCC(=O)Nc1nc2ccccc2s1
 : 2%	6	2%	-1%	0%	-8%	2	-6	6	-2	0.2%
CCOc1ccc(NS(=O)(=O)c2ccc(C(=O)NC3CCC(O)CC3)cc2)cc1 (stereo not given)
 : 0%	12	/	/	/	/	1	4	-2	/	0.0%
O=C(c1cccc([N+](=O)[O-])c1)N1CCN(c2n[nH]c(=O)[nH]c2=O)CC1
 : 4%	-1	-3%	/	1%	-1%	0	21	4	-2	-0.8%
CC(=O)c1ccc(S(=O)(=O)NCCC(=O)OC(C)C(=O)Nc2ccc(F)cc2)cc1 (stereo not given)
 : -1%	-9	/	/	/	/	2	-3	-21	/	-0.2%
O=C(Cc1ccccc1)NC(NNc1ccccc1)(C(F)(F)F)C(F)(F)F
 : 2%	-10	-5%	13%	-3%	-5%	23	-6	9	5	0.2%
